Screens (PubChem)
PAFAH1B2 inh – PAFAH1B2 (human) inhibition; inhibition, % at 3.39 µM; recombinant PAFAH1B2, FP-rhodamine activity probe, fluorescence polarization; AID 492953; 1.2% of 340,000 active; P68402;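 active means inhibition above the mean of all tested compounds plus 3 SD, cut at about 24% in these data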;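 further: 0% = enzyme with DMSO and 100% = wells lacking PAFAH1B2; many of its hits are not listed in these tables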
Target sequence (P68402 whole entry, looked up): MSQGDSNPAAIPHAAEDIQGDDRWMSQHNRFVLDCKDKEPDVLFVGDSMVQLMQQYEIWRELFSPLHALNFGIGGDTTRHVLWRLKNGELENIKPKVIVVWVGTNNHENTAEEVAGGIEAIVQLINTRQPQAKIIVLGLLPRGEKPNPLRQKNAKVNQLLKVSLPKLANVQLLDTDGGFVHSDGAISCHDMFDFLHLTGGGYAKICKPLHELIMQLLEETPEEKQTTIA
LYPLA2 inh – blocks human lysophospholipase 2, a PME1 counter-screen | O95372 | inhibition, % at 5.9 µM | 0.38% of 320,000 active | recombinant LYPLA2, FP-Rh probe fluorescence polarization;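 active means inhibition above the screen-wide mean plus 3 SD, limit set per campaign, cut at about 26% in these data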;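 further: 0% = LYPLA2 with DMSO and 100% = wells lacking LYPLA2 enzyme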
PME-1 primary – blocks human protein phosphatase methylesterase 1; Q9Y570; inhibition, % at 5.9 µM; 0.53% of 320,000 active; recombinant PME-1, FP-Rh probe fluorescence polarization;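 active means inhibition above the campaign mean of all compounds plus 3 SD, cut at about 26% in these data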;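 further: competitive labeling of PME-1 active site by serine hydrolase directed probe; 0% = PME-1 with DMSO and 100% = wells lacking PME-1 enzyme; inhibitors block probe labeling so polarization falls and inhibition rises; many of its hits are not listed in these tables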
GSTO1 counter – blocks human GSTO1 in RBBP9 counter-screen; P78417; recombinant GSTO1, activity-based probe fluorescence polarization; inhibition, % at 5.96 µM; 1.1% of 300,000 active; AID 1974;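 active means inhibition above the campaign mean inhibition plus 3 SD, cut at about 35% in these data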;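 further: 0% = GSTO1-1 with DMSO and 100% = wells lacking GSTO1-1 enzyme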
Target sequence (P78417 whole entry, looked up): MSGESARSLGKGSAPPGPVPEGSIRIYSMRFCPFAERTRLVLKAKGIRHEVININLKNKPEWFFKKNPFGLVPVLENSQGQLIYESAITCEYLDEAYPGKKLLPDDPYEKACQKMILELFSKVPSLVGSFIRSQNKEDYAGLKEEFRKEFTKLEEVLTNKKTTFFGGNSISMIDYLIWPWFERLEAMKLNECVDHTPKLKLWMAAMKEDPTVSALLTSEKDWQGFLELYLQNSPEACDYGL
PAFAH1B3 inh – inhibitors of human PAFAH1B3. Q15102. recombinant PAFAH1B3, FP-rhodamine probe, fluorescence polarization. inhibition, % at 3.39 µM. 0.28% of 340,000 active;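 active means inhibition above the screen-wide average of all tested compounds plus 3 SD, cut at about 25% in these data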;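 further: 0% = enzyme with DMSO only and 100% = wells lacking PAFAH1B3 protein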
pPAFAH inh – inhibitors of human plasma PAF acetylhydrolase (pPAFAH); Q13093; recombinant pPAFAH, FP-rhodamine probe fluorescence polarization; inhibition, % at 3.39 µM; 1.5% of 330,000 active; AID 463082;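 active means inhibition above the mean inhibition across the screen plus 3 SD, cut at about 25% in these data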;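 further: inhibitors block binding of the rhodamine activity-based probe so polarization drops; 0% = enzyme with DMSO and 100% = wells lacking pPAFAH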
Target sequence (Q13093 whole entry, looked up): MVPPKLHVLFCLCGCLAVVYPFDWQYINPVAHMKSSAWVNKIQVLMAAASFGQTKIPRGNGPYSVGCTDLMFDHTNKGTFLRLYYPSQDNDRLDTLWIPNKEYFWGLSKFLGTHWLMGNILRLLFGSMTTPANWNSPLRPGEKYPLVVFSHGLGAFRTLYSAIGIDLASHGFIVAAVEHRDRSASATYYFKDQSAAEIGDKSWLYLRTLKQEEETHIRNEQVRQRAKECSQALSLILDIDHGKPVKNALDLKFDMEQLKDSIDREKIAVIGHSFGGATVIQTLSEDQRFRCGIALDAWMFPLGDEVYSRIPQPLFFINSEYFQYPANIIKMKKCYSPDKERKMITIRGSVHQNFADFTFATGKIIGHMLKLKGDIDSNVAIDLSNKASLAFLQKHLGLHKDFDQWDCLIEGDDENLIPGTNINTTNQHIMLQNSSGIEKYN
PAD4 FP inh – PAD4 (human) enzyme inhibition; Q9UM07; recombinant PAD4, RCA probe fluorescence polarization; inhibition, % at 6.36 µM; 0.41% of 330,000 active; AID 485272;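 active means percent inhibition above a cutoff equal to the mean of all tested compounds plus 3 SD, cut at about 15% in these data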;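 further: 0% = PAD4 with RCA probe and DMSO and 100% = probe without PAD4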
PAFAH2 FP inh – inhibitors of human PAFAH2; AID 492956; inhibition, % at 3.39 µM; 0.99% of 340,000 active; recombinant PAFAH2, FP-rhodamine activity probe, fluorescence polarization; Q99487;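 active means inhibition above the mean over all tested compounds plus 3 SD, cut at about 30% in these data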;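 further: inhibitors block probe labeling of enzyme so polarization drops; 0% = enzyme with DMSO and 100% = wells lacking PAFAH2 protein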
LYPLA1 inh – counter-screen for PME1 inhibitors: inhibitors of human LYPLA1; O75608; recombinant LYPLA1, FP-Rh probe fluorescence polarization; inhibition, % at 5.9 µM; 0.16% of 320,000 active; AID 2174;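 active means inhibition above the mean of all tested compounds plus 3 SD, set per campaign, cut at about 14% in these data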;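 further: inhibitors block serine hydrolase probe labeling of LYPLA1 so polarization falls; 0% = enzyme with DMSO and 100% = wells lacking LYPLA1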
The depositor's hits bear a star; x = no result given.

SMILES | PAFAH1B2 inh | LYPLA2 inh | PME-1 primary | GSTO1 counter | PAFAH1B3 inh | pPAFAH inh | PAD4 FP inh | PAFAH2 FP inh | LYPLA1 inh
N#C/C(=C\c1ccc(OCc2ccc(C(=O)O)cc2)cc1)C(=O)N1CCOCC1 | 3 | 0 | 3 | -9 | 4 | 1 | -1 | 2 | -1
COc1ccc(NC(=O)CSc2nc(N)c(-c3ccccc3)c(=O)[nH]2)cc1 | -3 | 3 | 3 | 33 | 8 | 4 | 6 | -3 | 1
O=C(COc1ccccc1)Nc1ccncc1Cl | 3 | 0 | -4 | 0 | -12 | 3 | 3 | 0 | 1
Cc1nc(Cc2nnc(SCC(=O)N(C)c3ccccc3)o2)cs1 | 2 | 2 | 2 | 1 | 16 | 1 | 1 | 1 | -2
Nc1c(C(=O)c2cccs2)oc2ccccc12 | 1 | 4 | 24 | 0 | -2 | 7 | -1 | -1 | 3
CCN(CC)CCCN=C(N)N | x | 2 | 4 | -3 | x | -4 | -2 | x | 2
Cc1ccc(NC(=O)CSCC(=O)Nc2ccccc2N2CCCCC2)cc1 | 24 | 2 | 5 | 0 | 6 | 8 | 0 | 2 | 0
CCCCNS(=O)(=O)c1ccc(Br)cc1N1CCC[C@H]1CO | 3 | x | x | x | 5 | 6 | -1 | -8 | x
COCCn1c(-c2ccc(Br)cc2)nc2oc3cc(OC)ccc3c(=O)c2c1=O | x | 1 | 0 | -7 | x | -4 | -3 | x | -2
CCN(CC)CCNS(=O)(=O)c1ccc(/C=C/C(=O)O)cc1 | 5 | 6 | -9 | -2 | 4 | -4 | -2 | 3 | 1
COC(=O)C1=C(C)NC(=O)NC1C1CC=CCC1 (stereo not given) | 4 | -2 | -4 | 8 | 3 | -4 | 5 | -3 | 0
CCOC(=O)c1c(C)c(C(=O)NCCCOC(C)C)c(C)n1C | 1 | 3 | -4 | 2 | 9 | -8 | 2 | -7 | 0
O=C(COC(=O)c1ccc(Cl)c(S(=O)(=O)N2CCCC2)c1)NCc1cccs1 | 0 | 6 | 5 | 7 | -4 | 21 | -6 | 23 | 0
COc1ccc(CNC(=O)[C@@H](C)NC(=O)[C@@H]2Cc3ccccc3CN2)cc1 | 4 | -2 | -6 | -3 | 6 | 1 | 2 | -7 | 1
COC(=O)CN1C(=O)[C@H]2[C@@H](C3CC3)N3C(=O)CN(Cc4ccc(-c5ccccc5)cc4)C(=O)[C@@]3(Cc3ccccc3)[C@H]2C1=O | 1 | 6 | -5 | 1 | 7 | 6 | -5 | 3 | -2
COc1ccc(-c2cn(Cc3ccc(C(N)=O)cc3)c(-c3ccncc3)n2)cc1 | 2 | 19 | 0 | 6 | -4 | 4 | -4 | 2 | 6
CC(NC(=O)CC(c1ccccc1)c1cc(Cl)ccc1O)c1ccccc1 (stereo not given) | -3 | -5 | -6 | 0 | -4 | 2 | -5 | -2 | -2
CC(C)CC(NC(=O)C1CCC(C)CC1)C(=O)NCc1ccccn1 (stereo not given) | 8 | -7 | -2 | 2 | -2 | 3 | 0 | 7 | 2
CCOC(=O)N/N=C/c1ccc(F)cc1F | -4 | -1 | 0 | -3 | 7 | 1 | -4 | 3 | 2
COc1cc(NC(=O)c2ccnn2C)c(OC)cc1Cl | -3 | -4 | -8 | 6 | 9 | 6 | -5 | -7 | -1
COc1ccc(Oc2nc3ccccc3nc2C(F)(F)F)cc1 | -3 | -1 | 0 | 7 | 1 | -3 | -2 | -5 | -3
NC(=O)c1ccc[n+]([C@H]2O[C@@H](COP(=O)([O-])OP(=O)(O)OC[C@H]3O[C@@H](n4cnc5c(N)ncnc54)[C@H](O)[C@@H]3O)[C@H](O)[C@@H]2O)c1 | 0 | 2 | 0 | -1 | 1 | -1 | -4 | -1 | 0
O=C(Nc1cccc2ccccc12)OC1C=CS(=O)(=O)C1 (stereo not given) | 4 | 0 | -3 | 6 | 9 | -4 | 1 | 0 | 0
COc1ccc(Cl)cc1Nc1nc(NCCO)nc(N2CCCC2)n1 | 5 | 6 | 2 | -1 | -9 | 1 | 0 | 3 | -4
CCCN(CCO)Cc1cccc(Oc2ccccc2)c1 | 0 | 5 | -1 | 1 | 4 | 5 | -7 | 4 | 2
COc1ccc(NC(=O)N(C)C[C@H]2Oc3ccc(NS(=O)(=O)c4ccc(OC)cc4)cc3C(=O)N([C@H](C)CO)C[C@@H]2C)cc1 | 6 | x | x | x | 6 | 4 | -4 | 6 | x
COc1cc(/C=N/NC(=O)c2cc(-c3c(C)nn(-c4ccccc4)c3C)n[nH]2)ccc1O | -6 | 3 | 7 | 0 | 3 | 6 | -5 | -2 | 4
Cc1ccc(S(=O)(=O)N2CCC(C(=O)NC3CC(C)(C)NC(C)(C)C3)CC2)cc1C | 6 | -3 | -4 | 2 | -1 | 0 | 5 | 6 | -2
Cc1ccc(C)c(N(C(=O)c2ccco2)C(C(=O)NC2CCCC2)c2ccco2)c1 (stereo not given) | 3 | 2 | -6 | 7 | 7 | -9 | 0 | 7 | 3
COC(=O)C(C(C)C)N(Cc1cc(OC)cc(OC)c1)S(=O)(=O)CCl (stereo not given) | 2 | x | x | x | 4 | 0 | 0 | -5 | x
O=S(=O)(c1ccc2c(c1)CCCC2)N1CCNCC1 | 1 | -2 | -14 | x | 8 | -2 | -1 | 9 | -4
NC(=O)Cn1cnc2nc3n(c2c1=O)CCC3 | 1 | 3 | -3 | 5 | 1 | -4 | 0 | 0 | 1
CCC(C)N1CCN(C(=O)c2cc(OC)cc(OC)c2)CC1 (stereo not given) | 3 | 4 | 3 | 1 | 11 | -3 | 1 | 2 | 0
Brc1cccc(/C=N\n2cnnc2)c1 | 4 | -5 | -3 | -6 | 15 | -1 | -6 | 10 | -6
COC(=O)Sc1nnc(-c2ccc(Br)cc2)o1 | x | 6 | 6 | 10 | x | 6 | -3 | x | 0
CCOC(=O)C1(CC2CCCCO2)CCN(Cc2cc3ccccc3[nH]2)CC1 (stereo not given) | -2 | -5 | -4 | 4 | 4 | 1 | 2 | 2 | -2
COc1ccccc1NC(=O)CSc1nnc(-c2ccncc2)n1CC1CCCO1 (stereo not given) | 1 | 8 | -1 | 1 | -3 | 3 | 1 | -1 | 0
O=C(c1ccc2c(c1)OCO2)N1CCCN(C(=O)c2ccc3c(c2)OCO3)CC1 | -2 | 2 | 7 | 4 | 3 | 4 | 1 | 6 | 1
Cc1ccc(N2CCN(/N=C/c3ccncc3)CC2)cc1 | 3 | 5 | 5 | 5 | 2 | 6 | -1 | -2 | 3
CCOc1ccc(CNC(=O)c2ccco2)cc1 | 0 | 4 | 5 | 1 | 6 | -3 | 0 | -5 | 4
CC(=O)C(Sc1nn(C)c(=S)s1)C(=O)Nc1ccccc1 (stereo not given) | 6 | -1 | -5 | 1 | 4 | -2 | 0 | 6 | -1
Cc1ccc(C(CNC(=O)c2ccco2)N2CCN(C)CC2)cc1 (stereo not given) | 0 | 7 | 1 | 11 | -2 | 2 | -5 | -3 | 0
Oc1ccc(Cl)cc1-c1cc(-c2ccco2)[nH]n1 | -1 | -13 | -6 | -12 | -1 | 10 | -11 | 7 | -14
Cc1ccccc1NC(=O)NC1(C(=O)N2CCN(C)CC2)CCCCC1 | 5 | -6 | -8 | -1 | 10 | 2 | -2 | -3 | -4
NC(=O)C1CCN(C(=O)c2ccc(C(F)(F)F)cc2)CC1 | 2 | 1 | 1 | -3 | 9 | 3 | -4 | -6 | 3
Cc1ccc(NC(=O)CSc2nnc3ccccn23)cc1 | -2 | 0 | 0 | 0 | 4 | 0 | 3 | 7 | 0
CCOc1ccccc1NC(=O)C1CCCN(S(=O)(=O)c2ccc(OC)c(C)c2)C1 (stereo not given) | 2 | 5 | 0 | 5 | 11 | 3 | -4 | 3 | 3
O=C(O)/C=C/C(=O)NC1CCCCC1 | -2 | 5 | -4 | -2 | 2 | 0 | 0 | 7 | 2
Cc1ccc2c(ccn3cc4c(c(=O)n(C)c(=O)n4C)c23)c1 | 1 | 6 | 4 | 9 | 12 | 1 | -2 | 0 | 2
Cc1cc(=O)[nH]c(SCc2nc3ccc([N+](=O)[O-])cc3[nH]2)n1 | 0 | -1 | -4 | 5 | -3 | 9 | 1 | 5 | -1

Next entries:
SMILES | PAFAH1B2 inh | LYPLA2 inh | PME-1 primary | GSTO1 counter | PAFAH1B3 inh | pPAFAH inh | PAD4 FP inh | PAFAH2 FP inh | LYPLA1 inh
N/C(=N\OC(=O)c1ccc(Br)cc1)c1ccccc1 | 2 | -2 | 2 | 5 | -7 | 3 | -1 | 7 | -2
COc1ccc(C(=O)N2CCSCC2)cc1OC1CCN(C(C)=O)CC1 | 1 | 3 | 4 | 2 | 1 | 2 | 2 | 2 | -2
CN(C)c1ccc(/C=C(\C#N)C(=O)Nc2nc3c(s2)CCN(Cc2ccccc2)C3)cc1 | -11 | -9 | -11 | -22 | 5 | 4 | -11 | -17 | -8
CCOP(=O)(c1ccccc1)C1(C#N)CC1 (stereo not given) | 0 | 3 | -3 | 5 | -1 | 6 | -5 | 0 | 5
Cc1ccnc(NCc2ccccc2O)c1 | 1 | 0 | 0 | 1 | 7 | 41* | 1 | 4 | 2
CCN(CC(=O)NC1CCS(=O)(=O)C1)c1ccc([N+](=O)[O-])cc1C#N (stereo not given) | -1 | 0 | 2 | x | -2 | 2 | 0 | -1 | 0
CC(C)C(=O)Nc1cccc(NC(=O)c2cccc(F)c2)c1 | 2 | -1 | 1 | -1 | 0 | -5 | -5 | 2 | 1
O=C(COC(=O)[C@H](Cc1ccccc1)NC(=O)c1ccco1)NC(c1ccccc1)c1ccccc1 | 6 | -4 | 1 | -11 | 2 | 6 | -2 | 2 | -7
CN(c1ccccc1)S(=O)(=O)c1cccc(NC(=O)CSc2ncn[nH]2)c1 | 25* | 0 | -1 | 0 | -1 | 2 | 2 | 4 | -1
CC(OC(=O)c1cccc(O)c1)C(=O)N(C)Cc1ccccc1 (stereo not given) | 1 | -3 | 5 | -4 | 10 | 1 | 1 | -1 | -1
COc1ccc2cc3c(nc2c1)OCC3 | 7 | -8 | -7 | 0 | 0 | -4 | 2 | -7 | -2
Cc1ccc(C(=O)Nc2ccccc2C(=O)NCC2CCCO2)cc1 (stereo not given) | -1 | -10 | 0 | -8 | 4 | -9 | -5 | -7 | 1
COc1ccc(/C=C2\C(=O)ON=C2c2ccccc2)cc1 | 6 | -3 | -2 | 17 | 0 | 0 | -1 | 7 | 0
CCC(C)Nc1nc2c(c(=O)[nH]c(=O)n2C)n1CCOc1ccccc1 (stereo not given) | 9 | 3 | 5 | 4 | 1 | 1 | 4 | 2 | 3
COc1cccc(N2CCN(S(=O)(=O)c3ccc4c(c3)CC(C)N4C(=O)C3CC3)CC2)c1 (stereo not given) | 3 | 2 | -5 | -2 | 6 | 8 | 4 | 2 | 0
COC(=O)CCCC1=CC2=C(c3ccccc3)C(=O)C(C)(OC(=O)C3CCCC3)C(=O)C2=CN1CCCCO (stereo not given) | -5 | 2 | 4 | 45* | 12 | 5 | -12 | 2 | 4
O=C(N1CCOCC1)N1CCC(n2nnc3cc(F)ccc32)CC1 | -2 | 3 | -1 | 9 | 3 | 2 | -4 | 3 | 6

The list is partial; rates above refer to the full screens.
